# From PubChem BioAssay
# CAL PDZ FP-1: CAL PDZ (human) peptide binding inhibition; Q9HD26; purified CAL PDZ, TMR-peptide fluorescence polarization, 1 h; inhibition, % at 24.9 µM; 0.92% of 300,000 active; AID 602252;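 active = mean inhibition of at least 30% with at least half of replicates also reaching 30%; inconclusive = no clear call, values can overlap the other calls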;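 note: 0% = DMSO neutral control and 100% = excess unlabeled competitor peptide PRC23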
# SR-BI DiI-HDL act: activators of SR-BI mediated HDL lipid uptake; CHO ldlA[mSR-BI] cells, DiI-HDL uptake fluorescence, 3 h; 100 = double the neutral-control signal; activation, % at 12.5 µM; 0.096% of 320,000 active; AID 504775;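 active = mean replicate activation of at least 60% and every replicate at or above 60%; inconclusive = mean or all-replicate condition met, but not both; inactive = mean below 60% and not all replicates reaching 60%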;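 note: 0% = median plate neutral-control signal and 100% = twice that signal; values of inactives mirror those of a sister screen read the other way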
#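 Material – SR-BI-overexpressing, LDLR-lacking CHO cells · Medium – BSA-supplemented, HEPES-buffered Ham's F12, pH 7.4 · Doses – single concentration · Times – compound with DiI-HDL co-incubation, 3 h at 37 °C · Measured by – bottom-read fluorescence, 550/595 nm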
# MITF TRPM1 HTS: MITF TRPM1 promoter activation in melanoma cells; SK-MEL-5 TRPM1-promoter luciferase, 24 h; % of positive control, neutral wells = 0; activation, % at 12.5 µM; 0.75% of 300,000 active; AID 588334;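 active = mean activation of at least 80% with every replicate also reaching 80%; inconclusive = mean reaches 80% but some replicate falls short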;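 note: 0% = neutral control wells and 100% = parthenolide positive control wells; values of inactives mirror those of a sister screen read the other way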
# Ecoli viability: bacterial growth inhibition, counter-screen for AddAB inhibitors; E. coli V3065 growth, OD600 absorbance, 18 h; inhibition, % at 11.9 µM; 0.27% of 330,000 active; AID 449728;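 active = inhibition above the campaign's mean inhibition across all tested compounds plus 3 SD, cut at about 9.9% in these data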;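 note: uninfected addAB+ strain grown without phage in ampicillin broth; 0% = DMSO wells and 100% = ciprofloxacin 0.95 µg/ml wells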
# SR-BI DiI inh: inhibitors of mouse SR-BI mediated HDL lipid uptake; Q61009; ldlA[mSR-BI] CHO cells, DiI-HDL uptake fluorescence, 3 h; inhibition, % at 12.5 µM; 0.96% of 320,000 active;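 active = mean replicate inhibition of at least 70% and a set share of replicates each scoring 70 or more; inconclusive = meets just one of the two criteria; inactive = fails both criteria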;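 note: 0% = median of neutral control wells and 100% = median of positive control wells; values of inactives mirror those of a sister screen read the other way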
# Target sequence (Q61009 whole entry, looked up): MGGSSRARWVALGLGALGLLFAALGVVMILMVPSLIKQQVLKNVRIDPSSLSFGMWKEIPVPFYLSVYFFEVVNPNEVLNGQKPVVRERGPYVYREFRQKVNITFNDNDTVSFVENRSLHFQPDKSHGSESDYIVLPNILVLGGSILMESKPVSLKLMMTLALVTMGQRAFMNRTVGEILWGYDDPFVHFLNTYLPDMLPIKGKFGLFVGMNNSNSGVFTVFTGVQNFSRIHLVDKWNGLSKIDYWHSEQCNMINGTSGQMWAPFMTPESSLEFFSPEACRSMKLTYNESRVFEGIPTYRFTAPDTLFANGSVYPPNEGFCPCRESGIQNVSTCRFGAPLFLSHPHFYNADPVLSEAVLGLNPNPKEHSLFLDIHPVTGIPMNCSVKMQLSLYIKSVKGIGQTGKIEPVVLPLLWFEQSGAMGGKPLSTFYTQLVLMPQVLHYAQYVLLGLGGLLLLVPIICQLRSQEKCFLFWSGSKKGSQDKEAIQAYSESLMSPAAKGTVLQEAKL
# AddAB inh: less growth of phage-infected E. coli with AddAB; E. coli expressing H. pylori AddAB, absorbance growth; inhibition, % at 11.9 µM; 0.29% of 330,000 active; AID 435030; in the data active = inhibition above about 12%;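 note: 0% = vehicle wells of infected cells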
# Tat transport: blocks Tat-dependent protein export in E. coli | E. coli MC4100 TorA-mCherry Tat export, fluorescence | inhibition, % at 10 µM | 0.036% of 340,000 active | AID 488895;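 active = mean replicate inhibition at least 50% and at least half of replicates individually reaching 50%; inconclusive = only one of the two criteria met; inactive = neither criterion met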;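 note: exported cargo escapes ClpAP degradation while cytoplasmic cargo is degraded and loses fluorescence; 0% = median of neutral control wells and 100% = median of NaSCN control wells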
# phage Ecoli inh: E. coli growth loss with phage present | growth absorbance | inhibition, % at 11.9 µM | 0.26% of 360,000 active; in the data active = inhibition above about 11%
# CAL PDZ FP-2: inhibitors of human CAL PDZ peptide binding; purified CAL PDZ, TMR-peptide fluorescence polarization, 1 h; inhibition, % at 20 µM; 0.02% of 330,000 active; AID 504414;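 active = highest replicate inhibition of at least 40%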;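 note: plate controls were DMSO neutral control wells for no effect and unlabeled competitor peptide control wells for full effect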
#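 Material – purified CerCALP PDZ construct · Detection – FP readout, S and P plane fluorescence · Measure – percent inhibition from loss of millipolarization · Controls – unlabelled peptide for full inhibition, DMSO wells as neutral · Probe or stimulus – TMR-labelled reporter peptide T*-PRC34 bound in PDZ groove · Times – 1 h at RT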
# Wnt act: Wnt/beta-catenin pathway activation; activation, % at 9.35 µM; 1.2% of 300,000 active; Wnt/beta-catenin reporter cell assay, activator, plate reader; in the data active = activation above about 30%, passing the limit was not always enough; inconclusive = no clear call, values can overlap the other calls;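 note: 0% = neutral control wells and 100% = positive control wells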
# * hit, by the source's call; ? = inconclusive; . = no result given. The order is random. About 3.6% of those tested had a hit in this group.
# Values run as follows: CAL PDZ FP-1	SR-BI DiI-HDL act	MITF TRPM1 HTS	Ecoli viability	SR-BI DiI inh	AddAB inh	Tat transport	phage Ecoli inh	CAL PDZ FP-2	Wnt act
Cc1ccc(S(=O)(=O)Cn2nnnc2C(CC(C)C)N2CCN(C3CCCC3)CC2)cc1 (stereo not drawn)
→ -3	11	10	0.9	-11	1.7	3	1.3	-1.9	-3
CCOC(=O)C1=C(CSc2nccn2C)NC(=O)NC1c1ccc(OC)cc1 (stereo not drawn)
→ 2	-5	-7	-2.4	5	0.1	7	3.1	-0.7	.
CCCCN(CC)C(=O)c1cc2cc3ccc(Cl)cc3nc2o1
→ -2	-9	6	-0.6	9	-2.7	7	1.7	-2.3	18
CCC(C(=O)NCCc1ccccc1OC)n1nc(C)c2c(C)n(-c3ccccc3)nc2c1=O (stereo not drawn)
→ -3	-12	-13	-1.3	12	2.1	1	3.8	-3.6	0
Cc1ccc(S(=O)(=O)N(Cc2ccccc2)c2ccccc2C(=O)NCc2cccnc2)cc1
→ -3	21	6	2.3	-21	2.9	-4	1.0	-0.7	.
O=C(NNC1=NS(=O)(=O)c2ccccc21)c1ccccc1Cl
→ 24	0	-1	1.5	0	4.1	1	2.6	-0.6	2
CCc1ccc2oc(C(=O)Nc3ccc(S(N)(=O)=O)cc3)c(C)c2c1
→ 1	-1	14	0.3	1	2.0	-1	2.4	0.5	-8
CCc1sc(C(=O)Nc2ccc3c(c2)OCCO3)cc1Br
→ -2	-71	104*	1.6	?	1.2	20	1.2	-3.1	43*
O=C(O)C1CN(c2ncccc2[N+](=O)[O-])C1
→ 1	35	9	1.4	-35	2.1	-5	4.3	-2.2	-1
Cc1ccc(OC(C)C(=O)O)cc1C (stereo not drawn)
→ -5	14	1	-2.9	-14	1.9	6	5.2	-4.6	0
Cc1ccc(-n2ccnc(SCC(=O)NCCc3ccccc3)c2=O)cc1F
→ -3	5	4	0.6	-5	0.4	2	0.5	-2.1	1
COc1ccccc1-c1oc2ccccc2c1-c1ccccc1OC
→ 1	-38	-9	0.4	38	2.4	-5	3.9	0.6	-1
COc1cc(/C=N/Nc2ccc(S(N)(=O)=O)cc2[N+](=O)[O-])cc(OC)c1O
→ 0	.	-1	0.0	.	0.2	3	-0.3	-0.2	1
Cc1[nH]c2ccc(C(=O)OC(C)C(=O)NC3CCCCC3C)cc2c1C (stereo not drawn)
→ -1	-8	-19	1.2	8	3.4	0	0.7	-0.3	-3
C/C=C/c1ccc(OCC(O)CN(C)Cc2ccc(SC)cc2)c(OC)c1 (stereo not drawn)
→ -1	11	-10	0.9	-11	0.6	11	1.8	-0.7	2
COc1ccc(NS(=O)(=O)c2csc(C(=O)Nc3ccccc3)c2)cc1
→ -2	-6	-3	-2.8	6	-2.0	10	3.9	-3.1	.
O=C(CN1C(=O)c2cccc3cccc(c23)C1=O)N1CCCCC1
→ -3	10	0	0.2	-10	0.3	-1	3.9	-3.3	-2
O=C(CN1C(=O)CCSc2ccccc21)Nc1ccc2c(c1)OCCO2
→ .	6	4	3.5	-6	1.9	-1	1.6	-2.8	-1
Cc1ccc(/C=N/N2CCN(Cc3ccccc3)CC2)cc1
→ -3	45	15	0.9	-45	-0.6	-8	3.7	-2.5	12
CCOC(=O)CS(=O)(=O)c1nc(-c2ccccc2)cc(C(F)(F)F)n1
→ 1	-98	-101	1.7	98*	1.9	-1	-0.9	-0.9	.
O=C(O)c1ccc(-c2ccc(Cl)cc2Cl)o1
→ .	21	-13	-2.2	-21	1.9	4	0.5	-2.9	.
O=C(NC1CCCCC1)C1CCN(S(=O)(=O)c2cccc3cccnc23)CC1
→ -3	22	3	2.0	-22	2.5	1	3.5	-1.1	-4
COc1ccc(S(=O)(=O)N2CCC(C(=O)NCCC(=O)NC3CC3)CC2)cc1
→ 4	13	1	0.9	-13	-1.3	0	0.9	-2.3	0
O=[N+]([O-])c1ccc(N=Nc2ccc(O)cc2O)cc1
→ -3	0	-3	-1.5	0	-0.2	-13	-0.6	-0.5	9
COCCn1c(NCc2ccccc2)nc2c1c(=O)[nH]c(=O)n2C
→ -10	-2	4	-2.4	2	1.1	3	2.4	-0.3	.
N#Cc1ncc(C(F)(F)F)cc1Sc1ccccc1N
→ .	0	.	-0.2	0	3.1	5	4.0	-0.5	-3
NC(=O)c1ccccc1NC(=O)/C=C/c1ccc(Cl)cc1
→ -3	-27	58	-1.1	27	0.8	4	0.7	.	19
CC(C)CN(C(=O)COC(=O)C1CC1)c1c(N)n(Cc2ccccc2)c(=O)[nH]c1=O
→ 0	10	3	-1.1	-10	1.7	2	1.3	-2.1	0
COc1cc(NC(=O)COC(=O)c2ccccc2SCC(=O)N2CCCC2)cc(OC)c1
→ -1	-14	5	3.0	14	-0.2	2	-0.6	-2.1	-1
Cc1ccc(NC(=O)CSCC(=O)N(C)CCOc2ccc(Cl)cc2)cc1
→ -5	-17	-8	.	17	.	3	3.8	-0.5	0
CCCC(C)(C)NC(=O)CCCCC(=O)NC(C)(C)CCC
→ -3	1	.	0.9	-1	0.6	4	1.5	-1.1	-4
CCOC(=O)c1c(NC(=O)COC(=O)CNC(=O)c2ccc(Cl)cc2Cl)sc(C(=O)N(C)C)c1C
→ 1	-14	-4	-3.0	14	-0.5	1	0.4	-1.5	-3
O=C(CCCn1c(SCC(=O)NC2CCCCC2)nc2ccccc2c1=O)NCC1CCCO1 (stereo not drawn)
→ 1	-9	-4	0.9	9	4.2	-5	1.2	-0.2	-4
COc1ccc(CCN2CC(C(=O)NCc3ccco3)CC2=O)cc1OC (stereo not drawn)
→ -1	7	-31	-3.4	-7	-1.4	-6	-0.4	-0.1	-8
NC(=O)c1ccccc1NC(=O)CCCCCn1nnc2ccccc2c1=O
→ 6	9	-4	-1.7	-9	0.7	5	2.6	-1.4	1
C/C(=N/NC(=O)c1cc(-c2ccc(Cl)s2)[nH]n1)c1ccco1
→ .	.	.	2.4	.	1.7	.	-1.3	.	2
Cc1ccc(CN(C)C(=O)c2cccc(S(=O)(=O)N3CCN(Cc4ccccc4)CC3)c2)o1
→ 9	7	-7	0.4	-7	2.1	7	-0.7	-2.9	2
COc1ccc(C(=O)NCCS(=O)(=O)NCC2CCCO2)cc1 (stereo not drawn)
→ -2	12	13	1.0	-12	0.0	0	-0.1	-0.4	0
O=C(Nc1ccccc1)Nc1nnc(COc2ccccc2F)s1
→ 1	19	11	2.4	-19	3.9	4	0.8	-1.4	13
COc1cc(NS(=O)(=O)c2ccc3c(c2)n(C)c(=O)n3C)cc(OC)c1
→ -6	-22	-9	-1.3	22	-0.9	-3	2.7	-1.4	.
CC(C)OC(=O)NCN1C(=O)C2C3C=CC(C3)C2C1=O (stereo not drawn)
→ -2	4	1	0.0	-4	-1.3	1	3.4	-0.4	.
CCCC(=O)Nc1ccc(S(=O)(=O)N2CCC(c3nc4ccccc4[nH]3)CC2)cc1
→ -5	2	0	0.2	-2	1.7	-6	4.6	-1.3	-5
CCN(CC)S(=O)(=O)c1ccc(C)c(NC(=O)COc2ccc(Br)cc2Cl)c1
→ 1	-9	-17	-1.2	9	0.7	3	3.2	-0.4	-1
Cc1ccc(NS(=O)(=O)c2ccc(-c3csc(C)n3)s2)c(C)c1
→ .	16	-10	-0.7	-16	1.1	1	0.2	-0.5	0
COc1ccccc1NC(=O)Nc1c(C)n(C)n(-c2ccccc2)c1=O
→ -3	24	15	-0.1	-24	3.3	5	1.5	-0.3	-5
CCN(CC)C(=O)CSc1nnc2nnc3cc(C)ccc3n12
→ .	19	.	-4.1	-19	-3.7	-14	-1.9	-0.8	3
Cc1nnc(NCc2ccccc2)c2ccccc12
→ .	24	11	-0.2	-24	2.3	-2	2.7	-1.5	-1
CC(O)C(NS(=O)(=O)c1ccc(Cl)cc1)C(=O)OCc1nnc(-c2ccccc2)o1 (stereo not drawn)
→ -2	24	4	-2.7	-24	-2.2	-5	1.3	-0.7	.
COC(=O)c1cc(NS(=O)(=O)c2cccc(Cl)c2)ccc1N1CCOCC1
→ -3	1	-8	-1.9	-1	1.6	1	1.4	-0.7	-1
CCOc1cnc(-c2ccccc2F)o1
→ 1	-6	38	0.6	6	-0.4	-14	3.6	-0.5	3
O=C(CNc1ccc(C(F)(F)F)cc1)Nc1cccc(S(=O)(=O)N2CCCC2)c1
→ -7	9	-7	-1.8	-9	-0.1	3	-2.9	-0.9	-5
Cc1cccn2c(=O)c3cc(C(=O)NC4CCS(=O)(=O)C4)sc3nc12 (stereo not drawn)
→ .	-6	-6	0.9	6	2.2	3	-1.8	-0.2	0
O=C(O)CN1CCN(Cc2ccccc2F)C1=O
→ .	13	-8	0.8	-13	0.0	-5	4.6	-0.8	0
Nc1nc(CN2CCN(Cc3ccccc3)CC2)nc(Nc2ccc3c(c2)OCCO3)n1
→ -5	6	6	-4.4	-6	-2.1	-5	-0.2	0.2	-1
CCN(CC)c1cc(CS(=O)c2ccccc2)nc(-c2ccccc2)n1 (stereo not drawn)
→ 0	-30	-6	-2.3	30	3.0	-6	-0.6	0.0	.
COCn1cnc(-c2ccccc2)c1-c1ccccc1
→ .	9	.	-1.8	-9	1.1	11	-0.7	0.1	2
C=C(C)c1cccc(C(C)(C)NC(=O)Nc2cc(C)ccn2)c1
→ -1	2	1	0.1	-2	-0.3	7	2.4	-0.6	2
COc1ccc(/C=C(/NC(=O)c2ccco2)C(=O)Nc2ccc(C(=O)O)cc2)cc1
→ 0	.	-8	-0.2	.	0.1	11	-1.1	-0.4	-1
CCc1ccc(CNCCSc2nnnn2C)cc1
→ .	33	-3	-0.5	-33	5.3	0	1.7	-0.5	.
O=C(Nc1ccccc1-c1nnn(CC(=O)N2CCOCC2)n1)c1ccccc1F
→ -5	4	-13	-0.6	-4	-0.7	1	4.6	-1.5	.

# Additional structures follow.
# Values run as follows: CAL PDZ FP-1	SR-BI DiI-HDL act	MITF TRPM1 HTS	Ecoli viability	SR-BI DiI inh	AddAB inh	Tat transport	phage Ecoli inh	CAL PDZ FP-2	Wnt act
COc1cccc(CNC(=S)Nc2cc(C)cc(C)c2)c1
→ 1	8	-5	2.8	-8	7.0	2	3.0	0.3	5
Cc1nc(N=C(N)N)nc2ccccc12
→ 0	10	-16	-2.2	-10	2.6	7	2.6	-1.2	-1
Cc1ccc(Oc2ccc(NC(=O)Cn3ccsc3=N)cc2)cc1
→ 1	.	-14	1.5	.	3.8	-1	3.2	-3.2	.
CCN(CC(=O)N1CCN(c2ccccc2)CC1)S(=O)(=O)c1ccc(C)cc1
→ -1	0	-2	0.3	0	3.9	-5	3.1	-2.4	0
O=C(CSc1nc2ccccc2s1)c1ccc(O)cc1O
→ -8	8	41	-0.6	-8	1.5	4	1.8	-2.5	0
Cc1sc2nc(SCC(=O)N3CCOCC3)[nH]c(=O)c2c1C
→ -5	-4	-9	0.0	4	1.3	6	3.1	-0.1	-3
O=C(CN1C(=O)c2ccccc2S1(=O)=O)c1ccc(OC(F)F)cc1
→ -4	18	-65	0.6	-18	-1.0	-10	.	-1.1	.
